SENP6 inh: SENP6 protease inhibition; Q9GZR1; Recombinant SENP6 catalytic domain, aminoluciferin luminescence; inhibition, % at 10 µM; 1.8% of 330,000 active; AID 2599;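 active means inhibition above about 50% at the single tested dose, limit read from the data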;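 further: plate controls were DMSO wells with enzyme for no effect and DMSO wells lacking enzyme for full effect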
PfGluPho inh: PfG6PD (Plasmodium falciparum) enzyme inhibition | PfGluPho enzyme, NADPH resazurin-diaphorase fluorescence | inhibition, % at 20 µM | 0.78% of 350,000 active | AID 504690;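 active means inhibition reaching at least a set limit at 20 µM in the primary screen, cut at about 59% in these data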;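 further: 0% = DMSO wells with substrate and 100% = DMSO wells lacking glucose-6-phosphate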
HKDC1 inhibitor: inhibitors of human hexokinase HKDC1; Q2TB90; 0.16% of 340,000 active; inhibition, % at 20 µM; AID 493160; recombinant HKDC1, G6PDH/diaphorase resazurin coupled fluorescence;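 active means inhibition above about 35% when tested at 20 µM, limit read from the data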;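 further: plate controls were DMSO wells with enzyme for no effect and DMSO wells lacking enzyme for full effect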
Target sequence (Q2TB90 whole entry, looked up): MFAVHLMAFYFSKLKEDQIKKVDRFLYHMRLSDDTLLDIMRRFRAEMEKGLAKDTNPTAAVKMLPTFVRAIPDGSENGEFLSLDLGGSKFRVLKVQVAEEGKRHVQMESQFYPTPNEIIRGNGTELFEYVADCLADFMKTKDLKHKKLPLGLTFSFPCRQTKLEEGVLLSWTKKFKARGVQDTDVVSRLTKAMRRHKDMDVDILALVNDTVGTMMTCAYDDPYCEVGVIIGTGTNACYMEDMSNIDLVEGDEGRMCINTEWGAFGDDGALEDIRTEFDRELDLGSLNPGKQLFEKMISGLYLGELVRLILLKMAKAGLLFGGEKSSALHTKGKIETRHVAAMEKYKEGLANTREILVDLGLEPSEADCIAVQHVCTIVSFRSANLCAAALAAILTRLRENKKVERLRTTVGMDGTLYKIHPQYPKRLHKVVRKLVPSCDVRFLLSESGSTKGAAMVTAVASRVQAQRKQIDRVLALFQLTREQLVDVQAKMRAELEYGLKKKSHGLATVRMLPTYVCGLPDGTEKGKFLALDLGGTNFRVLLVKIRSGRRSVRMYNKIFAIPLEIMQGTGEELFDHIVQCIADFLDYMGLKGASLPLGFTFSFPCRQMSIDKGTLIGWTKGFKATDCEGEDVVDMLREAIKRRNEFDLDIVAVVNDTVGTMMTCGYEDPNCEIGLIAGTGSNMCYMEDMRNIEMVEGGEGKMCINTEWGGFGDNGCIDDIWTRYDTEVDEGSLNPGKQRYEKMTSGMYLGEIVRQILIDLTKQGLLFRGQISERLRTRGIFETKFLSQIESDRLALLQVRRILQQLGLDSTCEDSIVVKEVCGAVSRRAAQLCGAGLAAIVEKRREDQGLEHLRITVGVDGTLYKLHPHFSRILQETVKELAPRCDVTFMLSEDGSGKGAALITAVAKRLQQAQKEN
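Test system: recombinant HKDC1 (HK5) hexokinase enzyme, produced in-house; Amount: enzyme 5 µg/mL final; Buffer or medium: Tris pH 8.0 buffer with MgCl2, Tween-20, BSA, BME; Reagent: glucose and ATP substrates; Doses: 20 µM test compound, 1% DMSO; Incubation: 90 min reaction incubation at room temperature, dark; Detection: resorufin fluorescence at 613 nm.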
SENP8 block-1: inhibitors of human SENP8 protease | Q96LD8 | purified SENP8, Z-RLRGG-aminoluciferin cleavage, luminescence | AID 2540 | inhibition, % at 10 µM | 1.2% of 330,000 active; in the data active means inhibition above about 50%
SENP7 inh: inhibitors of human SENP7 protease | Q9BQF6 | 1.5% of 330,000 active | inhibition, % at 5 µM | recombinant SENP7, Z-RLRGG-aminoluciferin luminescence, 40 min;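 active means inhibition above about 50% at the single test dose, limit read from the data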;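 further: plate controls were DMSO with enzyme for no effect and no enzyme buffer wells for full effect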
NLRP3 yeast inh: blocks the NALP3 inflammasome reconstituted in yeast. Yeast reconstituted NLRP3/ASC/caspase-1, beta-gal luminescence, 24 h. inhibition, % at 10 µM. 0.39% of 330,000 active;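 active means inhibition of 50% or more; inactive means inhibition below 50%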;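 further: plate controls were induced DMSO wells for no effect and uninduced yeast grown without galactose for full effect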
Apaf-1 inh: inhibitors of human Apaf-1 apoptosome; O14727; reconstituted apoptosome caspase-3 activity, DEVD-Rh110 fluorescence; inhibition, % at 20 µM; 0.71% of 330,000 active; AID 489030; active means inhibition of at least 40% at 20 µM;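 further: plate controls were DMSO wells for no effect and DEVD-CHO caspase inhibitor wells for full effect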
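System: Apoptosome proteins | Medium: Hepes pH 7.5 with detergent and BSA | Also added: Cytochrome c trigger plus (Z-DEVD)2-Rh110 caspase-3 substrate | Incubation: 30 min compound preincubation, 50 min activation, room temperature | Detection: Rhodamine 110 fluorescence at Ex 480/Em 540 nm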
SENP1 FRET inh: SENP1 (human) catalytic domain inhibition. Q9P0U3. recombinant SENP1 catalytic domain, CyPet-SUMO1-YPet FRET cleavage. inhibition, % at 10 µM. 0.21% of 360,000 active. AID 624204;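 active means inhibition at least 30% at 10 µM, raw YFP signal under a set limit, fluorescence ratio 0.5 to 1.5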;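 further: 0% = enzyme with DMSO and 100% = no enzyme wells; some results filed as inactive read as strong as hits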
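system = hSENP1 catalytic domain, recombinant | reagent = SFCypet-SUMO1-SFYpet substrate at 25 nM | doses = one dose per compound, 10 µM, 0.5% DMSO | incubation = enzyme reaction for 50 min at room temperature, dark | measured by = FRET, CFP and YFP emission | controls = no-enzyme low, enzyme-DMSO high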
SENP8 block-2: SENP8 (human) protease inhibition; Q96LD8; recombinant SENP8, Nedd8 substrate fluorescence; inhibition, % at 20 µM; 0.64% of 360,000 active; AID 602440; in the data active means inhibition mostly above about 40%, no sharp cut-off; inactive means mostly below about 27%
Numbers without * were called inactive; / = not tested or not shown. This is a random part of the collection; about 4.1% have a hit in one of these screens.

nr	Structure	SENP6 inh	PfGluPho inh	HKDC1 inhibitor	SENP8 block-1	SENP7 inh	NLRP3 yeast inh	Apaf-1 inh	SENP1 FRET inh	SENP8 block-2
1	O=C(O)CCCC(=O)Nc1cccc(C(=O)Nc2ccccc2C(=O)O)c1	-3	-8	-6	3	3	4	-5	0	-9
2	CCOC(=O)[C@@H]1CCNC[C@@H]1c1ccccc1	0	-16	1	1	-2	10	-3	1	25
3	NC(=O)Cn1c(=O)n(-c2ccccc2)c(=O)c2oc3ccccc3c21	3	-15	0	-2	7	-5	-18	0	18
4	COc1cccc2c(SCC(=O)N/N=C/c3ccc(O)cc3O)cc(C)nc12	-1	-29	-25	-10	1	-2	-4	-5	-102
5	CCc1ccc(NC(=O)Cn2c(=O)c3cccn3c3ccccc32)cc1	-9	-3	-3	-2	-14	13	7	-1	-11
6	CCNc1nc(Oc2c(Cl)cccc2Cl)cc(C(F)(F)F)n1	-3	4	8	-2	-5	-2	14	1	-33
7	CSc1nc(N(C)C)nc(N(C)C#N)n1	4	-7	-13	-2	4	23	-8	1	11
8	COc1ccc(CCN2C(=O)CSC2=S)cc1OC	-16	-17	-1	-9	-5	3	12	-1	12
9	Cc1nnc(SCC2=C(C(=O)O)N3C(=O)C(NC(=O)Cn4nc(C(F)F)c(Cl)c4C)C3SC2)s1 (stereo not drawn)	-34	-5	2	-8	-3	7	2	-2	-4
10	Cc1cc(C)c(C)c(S(=O)(=O)NCc2ccco2)c1C	10	/	/	2	-8	22	-2	/	/
11	Cc1cc(SCC(=O)NN)c2cc(Br)ccc2n1	27	24	-4	0	-6	14	1	-2	20
12	CN1CCN(S(=O)(=O)c2cccc(C(=O)NCCOc3ccccc3)c2)CC1	-3	-18	1	8	-3	10	3	3	4
13	CC(C)(C)NC(=O)CN(C(=O)c1snc(C(=O)NC2CCCCC2)c1N)c1ccccc1F	-8	22	3	-3	-2	21	26	-41	-298
14	O=c1[nH]c2cc([N+](=O)[O-])c(NCCO)c([N+](=O)[O-])c2[nH]1	-5	-4	2	-1	1	31	0	0	12
15	O=C(O)C1CCCCC1C(=O)NCCc1ccncc1 (stereo not drawn)	-2	14	2	1	10	2	-1	-2	12
16	COc1ccc(CC2(C)OC(c3ccc(Cl)cc3)=NN2C(C)=O)cc1 (stereo not drawn)	-7	-1	5	4	4	16	16	1	-354
17	O=C(CSc1nnnn1-c1ccccc1)Nc1ccc(Cl)cn1	-7	-18	-2	-9	-6	-11	8	3	24
18	CCOc1ccc(N(Cc2ccc(C(=O)O)cc2)S(=O)(=O)c2ccc(C)cc2)cc1	-1	-12	-1	-5	-2	15	8	0	4
19	NC(=O)CC(NC(=O)Cc1ccc(Br)cc1)c1ccc(N2CCN(c3ccccn3)CC2)c([N+](=O)[O-])c1 (stereo not drawn)	-20	11	-4	-12	10	25	9	3	10
20	COc1ccc2[nH]c3c(=O)n(Cc4ccc(C(=O)N5CCCC5)cc4)c(=S)[nH]c3c2c1	66*	53	6	47	21	13	9	-3	-246
21	O=C(N/N=C/c1cccnc1)c1cc2ccccc2cc1O	55*	-7	4	35	29	19	4	10	-1
22	COc1ccc(Nc2ccccc2)c(C)c1	-4	4	-9	-2	2	17	-9	2	9
23	CN(Cc1ccc(C#CCCO)cc1)CC1CCCN(CCc2ccc(Cl)cc2)C1 (stereo not drawn)	-9	2	2	-4	-2	28	5	-1	10
24	CC(=O)Nc1cccc2c1Cc1ccccc1-2	4	-3	-4	-11	0	38	6	-1	6
25	COc1cccc(C(=O)N/N=C(/c2ccccc2)c2ccccn2)c1	-15	-10	-1	-6	-5	15	7	2	25
26	CC(=O)c1cccc(NC(=O)Nc2ccc3c(c2)OCO3)c1	17	38	-7	-8	1	12	0	2	4
27	CCOC(=O)N1CCN(C(=O)CSc2ccc3nnc(-c4ccncc4)n3n2)CC1	0	-3	-1	5	1	-6	-3	7	-23
28	Cc1ccc(S(=O)(=O)NCCN2CCOCC2)cc1C	-5	-13	3	-4	10	14	-12	-3	12
29	CN(C)S(=O)(=O)c1ccc(N2CCCC2)c(C(=O)NC2(C)CCS(=O)(=O)C2)c1 (stereo not drawn)	-7	-6	-2	0	3	-4	6	2	16
30	Brc1ccc2ncnc(Nc3cccc4ccccc34)c2c1	-19	14	7	0	0	43	8	-8	-12
31	CCC(=O)N(Cc1cc2cc(OC)ccc2[nH]c1=O)c1ccc(C)cc1	-2	-13	-6	5	1	21	-2	2	-245
32	COCCNC(=O)Cc1c(C)c2c(cc(C)c3c(C)coc32)oc1=O	2	1	4	2	9	18	7	0	-325
33	COCCSc1ccccc1C(=O)NCc1ccc2c(c1)OCO2	-13	16	-5	-9	-7	3	2	1	32
34	Cc1ccc(C)n1-c1cccc(C(=O)Nc2ccccc2)c1	-9	-5	0	-8	-1	15	-7	0	25
35	CC(=O)Nc1ccc(S(=O)(=O)Nc2nc3ccccc3nc2N2CCc3ccccc3C2)cc1	11	-21	-3	7	14	23	7	-34	-276
36	O=C(CC(=O)NN=Cc1ccc2c(c1)CCC2)NN=Cc1ccc2c(c1)CCC2	/	-4	-6	/	/	/	/	0	6
37	Cc1cccc(NC(=O)c2cc(S(=O)(=O)N3CCCCC3)ccc2Cl)n1	-3	6	-1	21	0	22	5	-1	14
38	CC(C(N)=O)N1C(=O)NC2(CCCc3ccccc32)C1=O (stereo not drawn)	-22	11	-6	2	4	-8	-6	-6	5
39	CCOc1ccc(-n2cnnn2)cc1S(=O)(=O)NC1CC1	12	-18	-4	-4	7	2	-15	1	16
40	O=C(NCN1C(=O)C2C3C=CC(C3)C2C1=O)Nc1cccnc1 (stereo not drawn)	5	-37	-10	3	6	13	5	1	15
41	O=C(CCc1nnc2ccc(N3CCC4(CC3)OCCO4)nn12)N1CCCCC1	-2	9	-2	1	-3	5	-3	0	-2
42	COc1ccc(CN2C3CCCC2CC(NC(=O)c2cccc(F)c2)C3)cc1 (stereo not drawn)	6	-17	-7	-1	-10	22	0	1	18
43	COc1ccccc1N1CCN(C(=O)Cn2nnc(-c3cccs3)n2)CC1	-8	-15	7	-11	3	21	9	3	7
44	Cc1ccnc(NS(=O)(=O)c2ccc(NC(=O)CCOc3ccccc3)cc2)n1	5	-30	-6	-2	-6	-1	-2	-1	1
45	O=[N+]([O-])c1ccccc1S(=O)(=O)N(CC(O)CN1CCCCC1)c1ccccc1 (stereo not drawn)	-11	0	-5	-2	2	8	0	-1	14
46	COC(=O)c1ccc(CNC(=O)Cn2cnc(C(=O)Nc3ccc(C)c(C)c3)n2)cc1	/	9	-6	/	-7	/	9	-1	3
47	Cc1cccc(CSc2nc3c(c(=O)[nH]2)CCCC3)c1	-25	10	-8	-10	-6	12	-5	2	11
48	CCOc1cc(/C=N/N=C2/NC(=O)C(CC(=O)O)S2)ccc1OCc1ccc(Cl)cc1 (stereo not drawn)	-2	-23	-3	6	-3	7	13	2	11
49	CC(C)(C)C(=O)NC(c1ccccc1)c1c(O)ccc2ccccc12 (stereo not drawn)	-5	14	15	2	-1	-21	19	2	-102
50	COc1ccc(-c2nc(CS(=O)(=O)CC(=O)NCc3cccc(F)c3)c(C)o2)cc1	1	-1	-3	-3	-2	6	11	3	8
51	COc1cc(OC)cc(C(=O)NC2=NCCS2)c1	-16	12	3	-3	10	11	3	2	17
52	Cc1ccc2nc(C)c(C(=O)N/N=C/c3cccc([N+](=O)[O-])c3)cc2c1	-5	23	-10	-2	-3	1	1	3	17
53	Cc1ccccc1NC(=O)c1ccc2snnc2c1	-8	0	2	-7	-2	-2	3	0	-7
54	COc1cccc(OCC(=O)NNC(=O)c2ccc3ccccc3c2)c1	-20	3	-1	5	2	13	9	1	9
55	COc1cc(OC)cc(C(=O)OCc2cc3ccccc3[nH]c2=O)c1	2	-14	-2	0	8	13	-3	1	-42
56	CCCC(=O)Nc1ccc(NC(=O)C23CC4CC(CC(C4)C2)C3)cn1	-4	-3	-1	-6	-2	16	-1	2	17
57	CCOc1ccc(NC(=O)Nc2cccc(C(=O)O)c2)cc1	99*	0	-9	97*	99*	17	2	0	-5
58	C=CCN(c1ccccc1)S(=O)(=O)c1ccc2c(c1)N(C(C)=O)CCO2	7	12	1	7	-3	6	6	-1	9
59	COc1ccc(NC(=O)C(OC(=O)Cn2cnc3c2c(=O)n(C)c(=O)n3C)c2ccccc2)cc1Cl (stereo not drawn)	/	-6	-2	/	/	/	/	4	-2
60	O=C(CCSCc1ccc(Cl)cc1)NCc1cccnc1	-7	-3	1	1	9	-8	-2	2	4

(further entries)
nr	Structure	SENP6 inh	PfGluPho inh	HKDC1 inhibitor	SENP8 block-1	SENP7 inh	NLRP3 yeast inh	Apaf-1 inh	SENP1 FRET inh	SENP8 block-2
61	COc1cc(CN2CC(=O)N(c3ccc(C)c(Cl)c3)C2=S)cc(OC)c1OC	-9	11	-1	1	1	5	23	2	15
62	CCCn1c2ccccc2c2nnc(SCC(=O)OCC)nc21	-29	4	3	-11	-13	-42	22	2	20
63	COc1ccc(-c2c(C(F)(F)F)oc3c(CN4CCN(C)CC4)c(O)ccc3c2=O)cc1	-15	5	-5	-9	2	19	3	2	-12
64	Cc1ccc(NC(=O)CN(C)S(=O)(=O)c2cccs2)cc1C	-16	12	-11	-1	-4	7	1	-1	6

Compound activity: PubChem, Sanford-Burnham Center for Chemical Genomics
